Source: PubChem
RXFP1 agonist – agonists of human relaxin receptor RXFP1. AID 2676. HEK293T-RXFP1 cAMP TR-FRET, 30 min; response scale: percent of porcine relaxin response, buffer zero. 370,000 compounds, 0.3% hits. Potency, µM (doses to about 57.5 µM), for inactives: top-dose activation, most hits filed as activators; also: potency is read from the fitted curve at half-maximal effect; % is scaled to controls: 0 for no effect and ±100 for the full control effect; nearly all actives have a fitted effect of over 60% in size; many of its hits are not listed in these tables
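HEK293T cells stably expressing RXFP1 were pretreated with the PDE4 inhibitor Ro 20174, exposed to compounds for 30 min at 37C, lysed, and cAMP was read by TR-FRET. Data normalized to buffer (basal) and 29 nM porcine relaxin (100%).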
TrxR1 substrate – rat thioredoxin reductase 1 substrate activity; purified TrxR1 substrate turnover, NADPH consumption readout; Potency, µM (highest dose often 114 µM), inactives show at the top dose activity change, negative = substrate turnover; 390,000 compounds, 0.01% hits; AID 588456; also: potency is read from the fitted curve at half-maximal effect; % is scaled to controls: 0 for no effect and ±100 for the full control effect; nearly all actives have a fitted effect of over 50% in size
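Rat TrxR1, dispensed at 90 nM, was prereduced with 400 uM NADPH (final) for 5 min at ~22 deg C, then incubated with compound 15 min before 400 uM selenite. A first-read NADPH fluorescence drop versus no-compound background flagged substrates.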
LDHA block – blocks human lactate dehydrogenase A | 480,000 compounds, 0.15% hits | activity change, % (values are at about 110 or 230 µM) | purified LDHA, NADH/diaphorase-resazurin fluorescence; active compounds read low; in the data active = activity change below about -30%; inconclusive = mostly about -25% to -30%;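 also: plate controls were DMSO wells for no effect and wells without enzyme for full effect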
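LDH5 2 nM; NADH 0.06 mM, pyruvate 0.2 mM; 200 mM Tris pH 7.4, EDTA, Tween-20; 5 min RT. Detection: diaphorase 0.133 mg/mL + resazurin 37 µM, fluorescence ex540/em590 at 0 and 20 min; normalized to enzyme-free and DMSO wells.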
mIDH1 inhibitor – human IDH1 R132H inhibition; Potency, µM (titrated, usually from 76.6 µM), without a hit: top-dose activity change, negative = inhibition, usual class: inhibitors; AID 602179; IDH1-R132H enzyme, NADPH consumption, diaphorase/resazurin fluorescence; 390,000 compounds, 0.093% hits; also: potency is read from the fitted curve at half-maximal effect; % is scaled to controls: 0 for no effect and ±100 for the full control effect; nearly all actives have a fitted effect of over 65% in size
Target sequence (O75874 whole entry R132H, stated change not applied): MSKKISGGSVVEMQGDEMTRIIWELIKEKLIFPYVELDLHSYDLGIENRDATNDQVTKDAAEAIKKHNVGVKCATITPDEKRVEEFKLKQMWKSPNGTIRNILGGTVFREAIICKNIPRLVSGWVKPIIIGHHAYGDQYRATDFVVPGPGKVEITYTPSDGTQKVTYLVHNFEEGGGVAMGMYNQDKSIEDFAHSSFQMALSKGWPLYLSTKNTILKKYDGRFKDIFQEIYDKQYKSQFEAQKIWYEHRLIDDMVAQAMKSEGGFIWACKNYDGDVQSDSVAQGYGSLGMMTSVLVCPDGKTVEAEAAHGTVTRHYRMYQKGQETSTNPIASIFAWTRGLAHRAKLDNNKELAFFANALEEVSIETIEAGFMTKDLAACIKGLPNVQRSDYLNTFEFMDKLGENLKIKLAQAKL
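IDH1-R132H (0.5 ug/mL dispensed) in pH 7.5 Tris buffer was preincubated 30 min with compound, then given a substrate mix of 0.016 mM NADPH and 2 mM alpha-KG for 80 min at room temperature; remaining NADPH was read by diaphorase/resazurin fluorescence.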
USP1-UAF1 inh – inhibitors of human USP1/UAF1 deubiquitinase. AID 743255. 390,000 compounds, 0.23% hits. Potency, µM (series often up to 57.1 µM), inactives show at the top dose activity change, negative = inhibition, most hits filed as inhibitors. recombinant USP1/UAF1, Ub-Rhodamine cleavage fluorescence. O94782; also: potency is read from the fitted curve at half-maximal effect; % is scaled to controls: 0 for no effect and ±100 for the full control effect; nearly all actives have a fitted effect of over 60% in size; inactives centre near -12
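USP1/UAF1 complex (1 nM) preincubated 15 min at room temperature with compound, then Ub-Rho substrate (150 nM final) added. Kinetic fluorescence at 480/540 nm over 6 reads at 60 s intervals; 50 mM HEPES pH 7.8, 0.5 mM EDTA, 0.1 mg/ml BSA, 1 mM TCEP, 0.01% Tween-20.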
Vif-A3G inh – inhibitors of Vif-APOBEC3G interaction | HeLa A3G-eYFP + Vif (tagged APOBEC3G with the HIV-1 protein that degrades it), YFP fluorescence, overnight | 410,000 compounds, 0.076% hits | Q9HC16 | Potency, µM (doses to about 46.1 µM), without a hit: at the highest dose activity, negative = active, usual class: inhibitors;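 also: potency is read from the fitted curve at half-maximal effect; % is scaled to controls: 0 for no effect and ±100 for the full control effect; nearly all actives have a fitted effect of over 60% in size; hits raise eYFP signal because A3G escapes Vif-driven loss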
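HeLa cells stably expressing Vif and C-terminally eYFP-tagged A3G, seeded overnight at 37 deg C, then exposed to compound by pintool overnight at 37 deg C. Rise in yellow fluorescence (Ex 488/Em 500-530, Acumen) marks blocked Vif-driven A3G degradation.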
GRP78 ERSR act – inducers of ER stress response in human glioma cells; U87-MG GRP78 promoter luciferase reporter, 16 h; Potency, µM, for inactives: at the top dose activation, most hits filed as activators; 420,000 compounds, 0.02% hits; AID 602332; also: potency is read from the fitted curve at half-maximal effect; series mostly up to about 76 µM; % of control where 0% means no effect; nearly all actives have a fitted effect of over 35% in size
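Stably transfected U87-MG human glioma cells carrying a GRP78-based luminescent sensor were seeded at 1000 cells/well, pin-dosed with compounds and incubated 16 h. Luciferase reagent was then added, and end-point luminescence was read after 10 min at room temperature.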
PI4K2A inh – PI4K2A (human) kinase inhibition. Q9BTU6. purified PI4K2A, ADP-Glo luminescence, 1 h; active compounds read low. activity change, negative = inhibition, % at 76.9 µM. 420,000 compounds, 0.13% hits; in the data active = activity change below about -50%; inconclusive = mostly about -30% to -49%;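 also: -100% = wells without enzyme as full effect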
Target sequence (Q9BTU6 whole entry, looked up): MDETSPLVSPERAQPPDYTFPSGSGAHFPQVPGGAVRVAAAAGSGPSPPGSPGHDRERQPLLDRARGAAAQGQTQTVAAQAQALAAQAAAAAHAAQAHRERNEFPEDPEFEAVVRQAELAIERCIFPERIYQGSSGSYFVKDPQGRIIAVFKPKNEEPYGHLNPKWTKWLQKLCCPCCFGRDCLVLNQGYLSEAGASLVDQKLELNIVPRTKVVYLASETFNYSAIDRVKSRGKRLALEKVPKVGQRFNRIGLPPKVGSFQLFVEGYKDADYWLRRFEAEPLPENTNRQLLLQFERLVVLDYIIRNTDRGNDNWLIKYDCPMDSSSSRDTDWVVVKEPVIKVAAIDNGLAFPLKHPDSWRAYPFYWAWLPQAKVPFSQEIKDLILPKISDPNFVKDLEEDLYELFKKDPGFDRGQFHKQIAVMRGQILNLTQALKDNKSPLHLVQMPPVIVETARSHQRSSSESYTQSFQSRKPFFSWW
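Compounds are screened against recombinant PI4K2A using PI as substrate and ATP, the latter dispensed at 300 microM. Reactions run one hour at ambient temperature before ADP-Glo detection; full inhibition defined by wells lacking enzyme.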
Vif-APOBEC3F blk – blocks the Vif interaction with APOBEC3F; HeLa A3F-eYFP + Vif (tagged APOBEC3F with the HIV-1 protein that degrades it), YFP fluorescence increase; Potency, µM (series often up to 46.1 µM), for inactives: at the top dose activity, negative = active; 390,000 compounds, 0.2% hits; also: potency is read from the fitted curve at half-maximal effect; % of control where 0% means no effect; nearly all actives have a fitted effect of over 65% in size
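Fluorescence increase (Ex 488/Em 500-530) after overnight compound treatment at 37 deg C flags inhibition of Vif-driven A3F-eYFP loss in stable HeLa A3F-eYFP/Vif cells seeded overnight beforehand.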
The depositor's hits bear a star; ? = inconclusive; / = not tested or not shown; & = joins results of further samples; [ ] = another dose, or the depositor's remark. Unless noted, calls follow the shape of the dose curve; as a rule, active = well fitted curve in the direction sought with a large enough effect; inconclusive = small, poorly fitted or top-dose-only effect, or another doubt; inactive = no such curve, though single readings can be large; an effect the other way counts as inactive or inconclusive. The list is partial; the hit share may differ from the screen's.

SMILES | RXFP1 agonist | TrxR1 substrate | LDHA block | mIDH1 inhibitor | USP1-UAF1 inh | Vif-A3G inh | GRP78 ERSR act | PI4K2A inh | Vif-APOBEC3F blk
CN1CCN(CCCN2c3ccccc3Sc3ccc(C(F)(F)F)cc32)CC1 | 3.3%&-0.3% | -7.3% | -1.3&6.6&-2.1 | 7.6%&7.6%&1.9% | -25.7%&-10.1%&-10.7% | ? | -8.5%&-6.9%&-14.5%&0.1%&-5.7%&-4.6%&-3.6%&-6.4%&-6.3% | -2.9&3.5&-2.9&-0.8&-7.2 | 2.0%&13.6%&3.1%
CC1(C)CC(=O)C2=C(C1)N(c1cccc(O)c1)C1=C(C2)C(=O)CC(C)(C)C1 | -0.1% | 15.0% | -2.8 | 1.7% | -16.9% | -0.5% | 3.3% | -3.7 | -6.4%
CCCc1c(C(=O)N/N=C/C2CC=CCC2)nnn1-c1nonc1N (stereo not drawn) | / | / | -1.7 | 0.6% | -0.4% | -0.8% | -1.6% | -1.7 | -7.6%
O=C1[C@@H]2CSC(c3ccc(Cl)cc3)N2C(=O)N1c1ccccc1 (stereo partly drawn) | 15.7% | -2.6% | -0.9 | -0.2% | -6.9% | -2.6% | -5.2% | -1.5 | -9.4%
CC1(C(=O)NS(=O)(=O)c2cccc(Cl)c2)CCN1C(=O)c1cccc2ccccc12 (stereo not drawn) | / | / | -6.1 | / | / | -3.2% | -2.2% | -2.1 | /
O=C(CSc1nnc2c(n1)[nH]c1ccccc12)Nc1ccc2c(c1)OCO2 | 0.4% | 1.8% | 0.5 | 6.7% | -6.6% | -10.6% | -3.7% | -12.4 | -12.9%
CCn1c(O)c(N=NC(=O)C2C(=O)NCC2c2ccccc2)c2ccccc21 (stereo not drawn) | 0.7% | -16.3% | -3.5 | 3.3% | -6.1% | -3.7% | 0.3% | 0.8 | 19.0%
CCCCCn1c(=O)[nH]c2cc(C(=O)NCCN3CCC(C)CC3)ccc2c1=O | -3.0% | 6.7%[57.1 µM] | -6.1 | -3.5% | -21.3% | -1.9% | 1.2% | 2.7 | -6.0%
Cc1coc2cc3oc(=O)c(CC(=O)N4C[C@H]5C[C@@H](C4)c4cccc(=O)n4C5)c(C)c3cc12 | 9.2% | 29.0% | 0.4 | 4.5% | -30.4% | -1.5% | -1.6% | -0.5 | 6.8%
CN1CCN(c2ccc(CNC(=O)C3(C)Cc4c(-c5ccc6c(c5)OCO6)ccnc4O3)cc2)CC1 (stereo not drawn) | / | / | -6.4 | / | / | 1.8% | 0.6% | -2.9 | /
COc1cccc(CNc2nc(NCc3ccccc3)nc3ccsc23)c1 | / | / | 0.2 | / | / | -3.7% | 3.8% | -3.3 | /
CCCCC(=O)Nc1c2c(nn1-c1cccc(C)c1C)CS(=O)(=O)C2 | 0.0% | -30.6% | -1.2 | 2.3% | -23.5% | 0.3% | -3.4% | -4.1 | 3.6%
CCN(CC)S(=O)(=O)c1ccc(-c2nnc(SCC(=O)Nc3cc(OC)cc(OC)c3)o2)cc1 | 1.9% | 0.5% | -5.7 | 8.8% | -22.3% | -3.6% | -2.5% | 1.5 | -15.7%
CCc1nnc(NC(=O)Cn2nc(-c3ccc(OC)c(OC)c3)ccc2=O)s1 | 2.6% | -1.8%[57.1 µM] | -1.5 | -8.6% | -0.3% | -0.7% | -4.2% | 0.5 | 1.3%
CC(=O)N(CC1CCCO1)c1nnc(-c2ccccn2)s1 (stereo not drawn) | 1.8% | 12.2% | 0.2 | -0.3% | -10.3% | 2.0% | -3.2% | 3.3 | 7.7%
Cc1cc(NC(=O)CSc2ccc3nnc(-c4ccc(Cl)cc4)n3n2)no1 | 6.1% | 13.7% | -4.8 | -6.5% | -2.9% | 0.8% | -2.3% | -6.0 | 0.3%
Cc1c(C(=O)Nc2nnc(C(F)(F)F)s2)oc2ccccc12 | 1.8% | 28.9% | -16.2 | 30.9%[activator] | -9.7% | 1.5% | 1.5% | -6.5 | 1.0%
Cc1c(NC(=O)NCCN2C(=O)C3C4C=CC(C4)C3C2=O)c(=O)n(-c2ccccc2)n1C (stereo not drawn) | 0.0% | 7.2%[57.1 µM] | -3.5 | -8.5% | -1.1% | -1.6% | -6.0% | 6.8 | -3.0%
O=C(Nc1ccncc1)C1CCC(CNS(=O)(=O)c2cccc3nsnc23)CC1 (stereo not drawn) | -0.6% | -11.4% | -6.2 | -7.3% | -6.5% | -5.9% | -5.2% | 5.2 | 2.8%
COc1ccc(Oc2cn[nH]c2-c2ccc(OC)cc2O)cc1 | -0.3% | -5.3%[57.1 µM] | 1.7 | -9.5% | -8.3% | -19.6% | 2.8% | -4.3 | -8.1%
CCOc1ccc(Br)cc1S(=O)(=O)Nc1ccc(S(=O)(=O)Nc2cc(C)on2)cc1 | / | 3.8% | -7.8 | 8.6% | ? | -6.0% | -1.9% | 8.6 | -1.1%
O=C(CCN1C(=O)/C(=C/c2ccc(Cl)cc2)SC1=S)Nc1ccc(C(=O)O)cc1 | 0.0% | -1.5%[57.1 µM] | -6.3 | -10.2% | 3.0% | 2.3% | -3.1% | 3.3 | 3.1%
Cc1nn(CC(=O)N2CCCC2)c(=O)c2nn(-c3ccccc3)c(C)c12 | -1.9% | 1.5% | -1.1 | 0.0% | -7.2% | 3.7% | -2.1% | 6.8 | 7.8%
CCc1nn2c(=O)cc(COc3ccc(/C=C4\C(=N)N5N=C(CC(C)C)SC5=NC4=O)cc3)nc2s1 | -0.5% | 4.6% | -11.0 | -3.5% | -17.2% | -0.1% | -1.6% | 1.2 | -6.3%
O=C(C1=C[C@H](C2CCCCC2)C[C@H](OCc2ccc(CO)cc2)O1)N1CCN(Cc2ccc3c(c2)OCO3)CC1 | -0.3% | -3.4% | -3.4 | -15.2%[38.3 µM] | -21.1% | -1.6% | -1.1% | 4.9 | 3.9%
O=C(NCCN1CCN(C(=O)c2cccc([N+](=O)[O-])c2)CC1)C(=O)NCc1ccc(Cl)cc1 | -4.0% | -7.8% | -5.9 | 8.4% | 0.2% | -0.7% | -0.9% | -2.0 | 0.5%
CCC(C)(O)c1[nH]c2ccc(C(F)(F)F)cc2c1C (stereo not drawn) | -0.8% | -2.6% | 2.2 | 4.5% | -19.0% | -5.1% | 6.1% | 2.1 | -0.4%
CCOc1ccc(C(=O)Nc2c3c(nn2-c2ccc(C)cc2)CS(=O)C3)cc1OCC (stereo not drawn) | 1.1% | 4.4%[57.1 µM] | -3.9 | -10.2% | -18.3% | -2.8% | -1.6% | -4.5 | -4.6%
Cc1c(C(=O)Nc2ccc(F)cc2F)sc2nc3n(c(=O)c12)N=C(c1ccccc1)CS3 | 3.8% | -0.5%[57.1 µM] | -2.4 | -12.9% | -17.6% | 1.5% | 1.0% | -4.2 | 1.7%
Cn1nnnc1SCc1ccc(F)cc1 | 1.0% | 12.2%[57.1 µM] | -2.4 | 2.5% | 0.4% | -1.7% | -1.1% | 0.1 | 2.7%
COc1ccc(C(=O)CN(C(=O)c2ccc(Cl)cc2)N2C(=O)C3CCCCC3C2=O)cc1 (stereo not drawn) | -0.1% | -5.9% | -6.3 | -1.6% | -20.0% | -0.9% | -5.4% | 6.1 | -7.0%
COC(=O)CCC(NS(=O)(=O)OCC(Cl)(Cl)Cl)c1ccccc1 (stereo not drawn) | 0.6% | 0.1% | -0.7 | 6.7% | -15.4% | 1.4% | -4.2% | 8.0 | -3.0%
CCc1nc2ccccc2c(NC(=O)CN2CC(C)CC(C)C2)c1C (stereo not drawn) | -0.3% | -12.2% | -6.5 | -6.8% | -4.5% | -0.6% | -3.4% | 2.6 | 19.4%
CC1CC(C)CN(CCCNC(=O)c2csc3c2CCCCC3)C1 (stereo not drawn) | 1.0% | 1.9% | -1.7 | 0.0% | -29.9% | 1.7% | -2.0% | 2.8 | 7.2%
Cc1ccc(NC(=S)N2CCC(NC(=O)c3ccc(F)cc3)CC2)cc1C | -3.6% | 8.1%[57.1 µM] | -1.5 | 4.0% | -11.3% | 2.1% | -6.1% | -19.7 | -9.2%
CCC1(C(=O)c2ccccc2)C(c2cccc([N+](=O)[O-])c2)C1(C(=O)OC)C(=O)OC (stereo not drawn) | 4.0% | -10.4% | -3.5 | 4.9% | -17.3% | -4.4% | -4.8% | -0.8 | -1.8%
C[C@H]1CN([C@@H](C)CO)C(=O)CCCn2nncc2CO[C@H]1CN(C)S(=O)(=O)c1ccc(-n2cccn2)cc1 | / | / | -0.7 | 2.3% | ? | -3.5% | -3.1% | -2.8 | -13.4%
COc1cccc(Cn2nnc(C(=O)Nc3cc(C)ccc3C)c2N)c1 | 0.2% | -17.1% | 4.2 | 15.4% | -12.0% | -1.6% | -1.4% | -7.7 | -1.1%
Cc1csc(SCC(=O)Nc2nc(-c3ccccc3)cs2)n1 | -0.4% | -6.1% | -5.8 | -2.0% | -18.5% | 1.2% | 2.5% | 3.2 | -2.3%
